SIAE inh = human SIAE inhibition, primary screen; Q9HAT2; SIAE FP-Rh probe binding, fluorescence polarization; inhibition, % at 9.66 µM; actives 0.69% (n = 370,000); AID 1053197;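 active = inhibition above a cutoff: mean of compounds within the control limits plus 3 SD of those, cut at about 17% in these data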;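 also: 0% = plate median of compound wells and 100% = probe without SIAE protein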
TCR-CD3 inh = blocks the human TCR-CD3 interaction | inhibition, % at 9.4 µM | TAMRA-labeled TCR probe fluorescence, biochemical | actives 0.37% (n = 360,000); in the data active = inhibition above about 19%;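 also: recombinant mutant TCR 2C K166C tagged with TAMRA read by polarization; 0% = receptor in buffer alone and 100% = receptor with positive control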
HTRA1 inh = HTRA1 (human) protease inhibition | actives 0.5% (n = 340,000) | inhibition, % at 5.96 µM | recombinant HTRA1, FP-rhodamine activity-based probe, fluorescence polarization; in the data active = inhibition above about 36%;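 also: 0% = enzyme with DMSO and 100% = wells lacking enzyme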
Target sequence (Q92743 whole entry, looked up): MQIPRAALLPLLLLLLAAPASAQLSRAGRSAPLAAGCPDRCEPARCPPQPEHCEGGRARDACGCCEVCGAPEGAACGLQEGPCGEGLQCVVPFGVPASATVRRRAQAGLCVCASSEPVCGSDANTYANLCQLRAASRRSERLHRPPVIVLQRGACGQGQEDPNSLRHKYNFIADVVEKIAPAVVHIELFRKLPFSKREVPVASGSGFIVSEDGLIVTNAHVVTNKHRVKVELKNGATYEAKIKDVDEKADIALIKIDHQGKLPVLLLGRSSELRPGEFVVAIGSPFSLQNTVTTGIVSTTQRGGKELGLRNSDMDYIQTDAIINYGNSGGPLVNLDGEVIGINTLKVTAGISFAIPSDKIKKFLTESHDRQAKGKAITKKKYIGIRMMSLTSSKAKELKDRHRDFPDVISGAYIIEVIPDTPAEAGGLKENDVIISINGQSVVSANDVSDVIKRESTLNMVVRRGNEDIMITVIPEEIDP
LEDGF integ inh = blocks HIV-1 LEDGF/p75-dependent DNA integration; TR-FRET IN-LEDGF/p75 DNA integration, Eu/Cy5; inhibition, % at 3.7 µM; actives 0.64% (n = 370,000); AID 743269;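 active = inhibition above the screen-wide mean plus 3 SD, cut at about 13% in these data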;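 also: signal is the Cy5 over europium emission ratio at 671 and 618 nm; 0% = plate median of compound wells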
mABHD4 FP = inhibits mouse alpha/beta hydrolase domain 4; actives 0.54% (n = 370,000); inhibition, % at 8.92 µM; AID 720543; Q8VD66; purified mABHD4, FP-Rh probe fluorescence polarization;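 active = inhibition exceeding the mean over every tested compound plus 3 SD, cut at about 30% in these data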;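 also: 0% = plate median of compound wells and 100% = S159A mutant with DMSO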
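Assay system: mABHD4 protein; medium: HEPES pH 7.0, NaCl, Pluronic buffer; dosing: 8.92 µM, single dose; schedule: 45 min + 60 min at 25 °C; signal: FP readout, ex 525 nm / em 598 nm; read-out: normalized percent inhibition of probe labeling; repeats: single replicate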
TDP2 inh = blocks human TDP2 phosphodiesterase activity. actives 0.34% (n = 370,000). recombinant TDP2, T5PNP hydrolysis, p-nitrophenol absorbance 415 nm. inhibition, % at 12.8 µM. O95551. AID 720702;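 active = inhibition above the mean of all tested compounds plus 3 SD, set per campaign, cut at about 25% in these data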;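 also: 0% = DMSO with enzyme and 100% = buffer with substrate but no TDP2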
Target sequence (O95551 whole entry, looked up): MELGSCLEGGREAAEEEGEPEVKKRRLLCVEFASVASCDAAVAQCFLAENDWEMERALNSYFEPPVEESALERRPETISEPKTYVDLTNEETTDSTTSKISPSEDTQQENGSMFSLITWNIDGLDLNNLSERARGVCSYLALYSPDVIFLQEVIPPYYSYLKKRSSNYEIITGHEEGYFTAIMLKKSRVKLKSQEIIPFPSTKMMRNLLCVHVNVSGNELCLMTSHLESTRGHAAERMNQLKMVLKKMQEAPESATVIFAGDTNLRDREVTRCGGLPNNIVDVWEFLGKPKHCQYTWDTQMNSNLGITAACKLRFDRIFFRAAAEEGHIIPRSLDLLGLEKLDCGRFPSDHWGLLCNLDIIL
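Read-out basis: percent inhibition. System: recombinant human TDP2. Buffer or medium: Mg2+-containing Tris-HCl buffer, pH 7.5. Repeats: single replicate. Timing: reaction 2 h, 37 °C. Benchmarks: high control without enzyme, low control DMSO plus TDP2. Probe or stimulus: 5 mM T5PNP. Doses: 12.8 µM only. Measured by: epi absorbance of p-nitrophenol freed from T5PNP by hydrolysis.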
rCAG binder = r(CAG) repeat RNA binding; actives 1.3% (n = 370,000); inhibition, % at 3 µM; TO-PRO-1 dye displacement fluorescence;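 active = inhibition above the plate cutoff, the mean of all test compounds on that plate plus 3 SD, cut at about 35% in these data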;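 also: 0% = DMSO alone and 100% = 100 µM mitoxantrone as full dye displacement; higher means more dye released from RNA so lower well fluorescence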
PRMT1 inh = blocks human protein arginine methyltransferase 1; Q99873; recombinant PRMT1, activity-based probe fluorescence polarization; inhibition, % at 2.79 µM; actives 1.3% (n = 370,000); AID 652257;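 active = inhibition above about 21% made by adding two undisclosed values, limit read from the data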
NR1D1 modulator = modulators of human Rev-erb alpha DNA binding; activity, % at 10 µM; P20393; Rev-erbα–FITC-DNA binding, fluorescence polarization, 90 min; actives 0.79% (n = 370,000); AID 1259318;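 active = activity above about 14%, limit read from the data; passing the limit was not always enough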;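 also: 0% = DMSO wells with 35 nM protein and 100% = DMSO wells with 750 nM protein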
PG9 binder = small molecules binding HIV-1 gp120 antibody PG9; TR-FRET gp120-PG9 antibody binding; inhibition, % at 6.7 µM; actives 0.43% (n = 360,000); AID 624416; in the data active = inhibition above about 8.5%
Numbers without * were called inactive; · = not tested or not shown. Some of the compounds tested, so the mix of outcomes need not match the whole.

SMILES	SIAE inh	TCR-CD3 inh	HTRA1 inh	LEDGF integ inh	mABHD4 FP	TDP2 inh	rCAG binder	PRMT1 inh	NR1D1 modulator	PG9 binder
Cc1ccc(S(=O)(=O)NCCSCc2ccco2)cc1	7	0	0	-3	4	17	0	2	-1	0.5
O=[N+]([O-])c1ccc(S(=O)(=O)Nc2ccc(-c3ccc(N4CCOCC4)nn3)cc2)cc1	3	4	1	1	-2	-10	13	-8	0	-1.2
Cc1nc(-c2ccc(-n3nncc3-c3ccco3)cc2)cs1	8	3	-4	5	-6	-10	2	-3	-5	-1.1
Cc1cc(/C=C2\C(=N)N3N=C(CC(=O)N4CCOCC4)SC3=NC2=O)c(C)n1-c1ccccc1	-3	-4	-5	-2	-8	-17	28	5	-2	-0.4
C/C(N)=C(/C#N)C(=O)CSc1nc2ccccc2[nH]1	3	3	5	2	9	8	5	2	-2	1.2
CCO[C@H]1OC(C(=O)N2CCN(Cc3ccc4c(c3)OCO4)CC2)=C[C@@H](c2csc3ccccc23)[C@@H]1CCCO	4	6	-32	0	0	-10	1	96*	-3	2.1
C[C@H]1CN=C(N(C)C)N1CCCC1CCCCC1	2	0	6	0	9	-4	2	1	-2	-0.4
CC(CCN1CCC(C(O)(c2ccccc2)c2ccccc2)CC1)Oc1cccc(C(F)(F)F)c1 (stereo not given)	-2	·	·	-3	16	3	-1	2	-6	·
CN=C(Nc1cc(C)nn1CCC#N)c1ccccc1F	11	4	-7	-1	0	1	0	-2	-6	-2.7
O=C(c1cc2n(n1)C(C(F)(F)F)CC(c1ccc(F)cc1)N2)N1CCCC1 (stereo not given)	11	4	0	0	-3	6	-11	-3	-2	-0.7
O=C(O)CCC(=O)N1CCN(S(=O)(=O)c2cccs2)CC1	4	9	6	-3	-4	-4	-1	-2	6	0.1
O=C(Cn1c(NCCCO)nc2ccccc21)c1ccc(Cl)cc1Cl	3	4	4	-1	-6	-1	4	1	12	-1.2
O=C(NCc1cccc(Cl)c1)c1ccncc1	-7	5	-1	3	-2	9	0	-3	4	0.1
CC(C)[C@H](N)C(=O)NC[C@H]1CC[C@H](C(=O)N[C@@H](Cc2ccccc2)C(=O)O)CC1	4	-8	2	-4	1	-6	-2	3	3	-0.8
COc1ccccc1NC(=O)CC(NCc1ccccc1)C(=O)O (stereo not given)	2	2	2	0	5	-8	-2	0	-1	-1.3
CCC(C)NC(=S)NNC(=O)c1ccncc1 (stereo not given)	5	2	0	-3	-2	7	4	0	-4	-2.4
COc1ccc(C2NC(=O)NC(C)=C2C(=O)OC2CCC(C)CC2)cc1 (stereo not given)	-1	2	-22	2	-6	-2	-7	4	14	1.8
O=C(Cn1cccc1C(=O)c1ccccc1)NCc1cccnc1	1	5	3	1	-2	-3	2	1	2	-1.3
CCn1cc(C(=O)NCCCN2CCCC2)c(=O)c2cc(S(=O)(=O)N3CCc4ccccc4C3)ccc21	-6	-5	-6	-1	-8	-9	7	9	-10	-1.1
CCOC(=O)C1CCN(S(=O)(=O)c2c(Cl)ccc3nonc23)CC1	-2	2	-1	6	4	-13	0	6	3	-2.0
Cc1ccc(OCc2nnc(N)s2)cc1C	1	4	·	0	1	17	2	-4	0	-0.5
Cc1ccc2oc(=O)c3cc(C(=O)NCCCN4CCC(C)CC4)sc3c2c1	-1	5	·	3	-11	-3	-4	-1	-1	-0.1
COc1ccc(C(=O)N2CCN(C(=O)c3ccco3)CC2)cc1OC	0	0	3	1	1	13	-4	-2	5	2.5
COc1ccc(OC)c(NC(=O)CN2CCc3ccccc3C2)c1	0	6	-7	-2	-9	11	-6	-1	2	-2.9
C/C(=N\N(Cc1ccccc1)c1ccccc1)c1ccncc1	-3	-7	-11	-2	5	-20	1	17	43*	-3.4
Cc1cc(-n2c(SCc3ccccc3F)nc3n[nH]c(C)c3c2=N)ccc1Cl	-32	4	-64	1	-36	-16	17	-7	-2	-2.0
COc1ccccc1N(C(=O)CNC(=O)c1ccco1)C(C(=O)NC1CCCCC1)c1ccncc1 (stereo not given)	-2	-7	2	-1	0	3	1	3	0	3.0
CCOc1ccc(OCCC(=O)OCC(=O)NCCc2ccc(S(N)(=O)=O)cc2)cc1	4	-1	-2	-2	2	7	5	0	-4	-0.2
O=C(Nc1ccccc1)Nc1cccc(C(F)(F)F)c1	-10	-2	-28	-6	-18	4	4	1	-4	-0.6
CCC(C)(C)NC(=O)C(c1ccc(OC)cc1)N(C(=O)CCC(=O)Nc1cc(C)on1)c1cccc(OC)c1 (stereo not given)	-5	-3	-12	1	-3	6	-6	1	-7	-1.2
OCC1(CCOc2ccccc2)CCN(Cc2cccn2-c2ncccn2)CC1	1	5	4	0	0	7	0	0	-4	0.5
CCOC(=O)C1=CN(Cc2cccc(-c3cccnc3)c2)S(=O)(=O)N(C)C1C (stereo not given)	5	0	-13	-5	-4	4	-1	-1	2	-1.1
CCC(CC)C(=O)N(C)c1c(C)nc2c(OCc3ccc(Cl)cc3Cl)cccn12	7	-11	·	2	-6	-13	1	-2	0	-0.2
CC(C)C[C@H](NC(=O)c1[nH]cnc1C(=O)Nc1ccc(Cl)cc1)C(=O)OC(C)(C)C	-17	2	-34	-3	-29	-7	5	0	-6	-0.4
CN(C(=O)COC(=O)CCCc1c[nH]c2ccccc12)c1c(N)n(Cc2ccccc2)c(=O)[nH]c1=O	6	-11	0	-2	4	-8	2	-3	3	-0.9
CC(C)c1cc(C(=O)OCC(=O)NC2CC2)c(O)c(C(C)C)c1	1	-8	-11	-2	-4	5	0	6	12	0.8
O=C(Nc1ccc2c(c1)OCCO2)C(c1ccccc1)n1c(=O)c(-c2ccco2)nc2ccccc21 (stereo not given)	-3	3	·	4	-6	10	27	6	-1	-1.6
Cc1ccccc1OCC(=O)Nc1cccc(N(C)S(C)(=O)=O)c1	-4	3	3	-1	-18	7	-3	2	-4	-2.0
Cc1cc(NS(=O)(=O)c2ccc(NS(=O)(=O)c3ccc(Br)cc3)cc2)no1	-2	5	6	4	-2	23	12	2	1	-0.4
CN(C)c1ccc(N2C(=O)CC(Nc3ccc(N4CCOCC4)cc3)C2=O)cc1 (stereo not given)	11	-7	6	-1	21	1	7	6	4	-4.0
CCCCOc1ccc(C(=O)Nn2c(-c3cccs3)nc3ccccc3c2=O)cc1	0	2	-8	-2	4	0	7	1	11	30*
COc1ccc(CN2CCNC(=O)C2CC(=O)NCCSc2nccn2C)cc1OC (stereo not given)	3	-5	11	2	-8	10	6	6	-3	-0.6
Cc1cc(=O)oc2cc(OCc3cc4c(cc3Cl)OCO4)ccc12	-2	-1	-3	-4	-4	-3	4	-2	4	-1.2
CCN1CCN(c2cc(C(C)C)nc3c(-c4ccccc4)c(C)nn23)CC1	18*	3	·	1	14	4	-10	-4	-4	-0.2
CCCc1nnc(NC(=O)Nc2ccc(OC)cc2)s1	-2	3	4	0	-1	-8	27	-2	-5	0.9
COc1cccc(-c2noc(C(C)n3nc(C)c([N+](=O)[O-])c3C)n2)c1 (stereo not given)	34*	0	-7	4	-13	-21	0	0	-1	-1.2
CC(=O)c1ccc(N2C(=O)[C@@H]3C(CCC(N)=O)NC4(C(=O)Nc5c4ccc(Cl)c5C)[C@@H]3C2=O)cc1 (stereo not given in full)	-2	0	0	2	0	-2	-1	0	-1	1.1
Cc1[nH]nc2c1C(c1ccco1)C(C#N)=C(N)O2 (stereo not given)	3	-4	1	3	3	3	3	1	4	-0.6
CCc1cc(C(=O)OCC(=O)NCCc2ccccc2)sc1C	1	7	-2	-4	-6	-5	1	-1	-2	0.1
CCOC(=O)C1CCCN(C(=O)CC(c2ccccc2)c2ccccc2)C1 (stereo not given)	-7	8	-1	3	-9	-4	-6	-1	9	-0.6
COc1ccc(-c2nc(C#N)c(NCCCN3CCOCC3)o2)cc1	-3	2	4	4	4	-2	1	0	7	-1.4
O=C(NCc1ccco1)c1ccc(Cl)c(S(=O)(=O)N2CCCC2)c1	7	5	4	4	14	-6	11	8	-4	1.3
CC(C)C(=O)N[C@@H]1c2ccccc2CC[C@@H]1O	3	-4	7	-1	-9	0	3	2	5	1.3
CCOc1ccc(NC(=O)Nc2cc(-c3ccccc3)sc2C(=O)OC)cc1	29*	8	0	21*	3	-1	3	-3	6	-2.4
CCOc1ccc(Br)cc1CNCc1cccnc1	-5	8	8	-1	1	-1	0	-2	-7	-0.7
Cc1ccccc1Cn1cc(CN2[C@@H](CC(C)C)COc3cc(Br)ccc3S2(=O)=O)nn1	-3	·	·	3	-2	-2	1	-3	1	·
COc1ccc(C(C)=O)cc1CSc1nc2nc(C)cc(C)n2n1	-7	6	-1	-4	-2	8	-6	2	-3	-1.4
COc1ccccc1CNCC(=O)N1CC(=O)Nc2ccccc21	1	1	-6	-2	10	6	-4	4	-3	0.5
CCN(C(=O)CSc1nnc(C)c(=O)[nH]1)c1cccc2ccccc12	1	4	12	4	7	-2	6	1	6	1.8
C/C(=N/NC(=O)Cc1cccn1C)c1ccccc1	-2	2	9	4	4	10	5	1	4	-2.1

Arranged by count of non-hydrogen atoms (low to high): five of the compounds above
SMILES	SIAE inh	TCR-CD3 inh	HTRA1 inh	LEDGF integ inh	mABHD4 FP	TDP2 inh	rCAG binder	PRMT1 inh	NR1D1 modulator	PG9 binder
Cc1ccc(OCc2nnc(N)s2)cc1C	1	4	·	0	1	17	2	-4	0	-0.5
CCCc1nnc(NC(=O)Nc2ccc(OC)cc2)s1	-2	3	4	0	-1	-8	27	-2	-5	0.9
COc1ccc(C(C)=O)cc1CSc1nc2nc(C)cc(C)n2n1	-7	6	-1	-4	-2	8	-6	2	-3	-1.4
O=C(Nc1ccc2c(c1)OCCO2)C(c1ccccc1)n1c(=O)c(-c2ccco2)nc2ccccc21 (stereo not given)	-3	3	·	4	-6	10	27	6	-1	-1.6
CCO[C@H]1OC(C(=O)N2CCN(Cc3ccc4c(c3)OCO4)CC2)=C[C@@H](c2csc3ccccc23)[C@@H]1CCCO	4	6	-32	0	0	-10	1	96*	-3	2.1

Next entries:
SMILES	SIAE inh	TCR-CD3 inh	HTRA1 inh	LEDGF integ inh	mABHD4 FP	TDP2 inh	rCAG binder	PRMT1 inh	NR1D1 modulator	PG9 binder
COc1ccc(S(=O)(=O)NCC(=O)NCCc2ccc(OC)c(OC)c2)cc1	0	-1	·	3	0	-3	-5	-6	2	-0.8
CCOc1ccc(C(=O)Nc2cc(S(=O)(=O)Nc3ccccc3Cl)ccc2N2CCOCC2)cc1	-9	-5	-21	-1	-2	5	17	1	-10	-1.1
CCOc1cc(C(=S)N2CCCCC2)ccc1OCC(=O)NCc1ccccc1	2	2	-5	-2	2	3	-3	2	6	1.5
Cc1cc(/C=N/NC(=O)c2ccncc2)c(C)n1-c1ccccc1	1	8	11	-1	3	-9	0	-2	-6	-1.1
Cc1ccc(NC(=O)C2CCCN(S(=O)(=O)c3cccnc3)C2)c(C)c1 (stereo not given)	-3	8	0	0	3	-1	-1	3	7	-1.6
CN(C)c1nc(Cl)nc(N(C#N)CCOc2ccccc2)n1	-1	-2	-6	2	-5	-5	1	0	0	-0.2
O=C(C1CCCC1)N1CCCC(Nc2ccccc2)C1 (stereo not given)	7	6	-7	3	0	9	-7	-3	1	-1.5
